Screens: PubChem, The Scripps Research Institute Molecular Screening Center
TTR transcr act: TTR transcription activation, primary screen. SH-SY5Y TTR promoter Gaussia luciferase, luminescence; 100% = recombinant luciferase protein wells. activation, % at 16.7 µM. 92,000 compounds, 1.3% hits. AID 1117267;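 active = activation above the mean of all tested compounds plus 3 SD, cut at about 9.5% in these data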;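 note: cells exposed to compounds for one day before reading; 0% = median of all test compound wells on the plate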
* hit, by the source's call. Some of the compounds tested. The share of hits here may be higher or lower than overall.

TTR transcr act | SMILES
-0.8 | CSC[C@H]1CN(c2ccc(Br)cc2)C(=O)[C@@H]1CC(=O)Nc1ccccc1
4.0 | O=C(COC(=O)c1ccc(Sc2ccccc2)c([N+](=O)[O-])c1)NC1CCCc2ccccc21 (configuration not stated)
-0.9 | Nc1ccc(S(=O)(=O)Nc2nccc(/C=C/c3cccc(Br)c3)n2)cc1
-5.4 | O=C(Nc1ccc(Cl)c(S(=O)(=O)N2CCOCC2)c1)c1ccc(Cl)nc1
1.7 | COC(=O)c1nn(-c2ccc3c(c2)CCN3C(C)=O)cc1O
2.8 | O=S1(=O)CC(N2CCN(CC3CC3)CC2)CN1C1CCCCC1 (configuration not stated)
0.3 | CC(=O)Nc1ccccc1C(=O)C(=O)O
-2.5 | COC(=O)c1ccc(S(=O)(=O)NCCc2ccccc2OC)n1C
3.5 | CC(C)CN1CC(COCc2ccccc2)Oc2ccccc2S1(=O)=O (configuration not stated)
-1.0 | Cc1noc(C)c1C(=O)N1CCC(Cc2ccccc2)CC1
-0.6 | OCC1(Cc2ccccc2)CCCN(C2CCCC2)C1 (configuration not stated)
-0.4 | Cc1cccc(OCc2nnc(SCC(=O)c3c(N)n(C4CC4)c(=O)[nH]c3=O)o2)c1
0.0 | CC1CCN(C(=O)C2CCN(S(=O)(=O)c3cccc4cccnc34)CC2)CC1
-2.0 | CCOc1ccc(Br)cc1S(=O)(=O)N1CCCC1
2.6 | CC(C)(C)c1ccc(OCC(=O)NNC(=S)NC(=O)c2ccccc2[N+](=O)[O-])c(Br)c1

Continuation:
TTR transcr act | SMILES
-0.6 | O=C(/C=C/[C@H]1O[C@@H](n2cnc3c(NC(=O)c4ccccc4)ncnc32)[C@H](O)[C@@H]1O)NCc1cccc2ccccc12
-0.9 | O=C(COc1ccc(Cl)cc1Cl)N/N=C1\CCCc2ccccc21
-0.5 | COc1ccc(/C=C2\SC(=O)N(CCC(=O)NC3CCS(=O)(=O)C3)C2=O)cc1 (configuration not stated)
-3.3 | Cc1ccc(CN2CC(C(=O)Nc3ccc(C)c(S(=O)(=O)N4CCCCC4)c3)CC2=O)cc1 (configuration not stated)
-1.8 | CCCCNC(=O)C1C(c2ccc(C(F)(F)F)cc2)=Nc2ccccc2N1C(=O)c1cccc2ccccc12 (configuration not stated)
-2.1 | CC1=C(C)CS(=O)N(S(=O)(=O)c2ccccc2)C1 (configuration not stated)
-0.4 | CCOc1cc(C2/C(=C(/O)c3ccc(OC(C)C)cc3)C(=O)C(=O)N2CCCOC)ccc1O (configuration not stated)
2.3 | CN(CC(=O)O)S(=O)(=O)c1ccc2c(c1)NC(=O)CC(=O)N2
0.2 | Cc1ccc(CNC(=O)O[C@H]2CC[C@@]34CCCN3C(=O)CCC[C@H]4C2)cc1
15* | CCC(=O)N(C)C[C@H]1Oc2cc(Br)ccc2S(=O)(=O)N([C@@H](C)CO)C[C@H]1C
-0.7 | NC(=O)C1(Nc2ccc(Cl)cc2)CCCC1
-0.8 | COc1cc(C(=O)OCC(=O)Nc2nnc(-c3ccccc3)o2)cc(OC)c1OC
2.3 | CCCOc1ccc(C2C(=O)N(C3CCCCCC3)CC(=O)N2Cc2ccco2)cc1OC (configuration not stated)
-0.2 | COc1ccc(NC(=O)CN(C)C(=O)c2c(C)nn(Cc3ccc(C)cc3)c2Cl)cc1
7.4 | Cn1cnnc1SCC(=O)Nc1cccc(S(=O)(=O)N2CCOCC2)c1

The results go on:
TTR transcr act | SMILES
-0.2 | CC(Oc1ccccc1F)C(=O)NNC(=O)c1ccc(-n2cncn2)c([N+](=O)[O-])c1 (configuration not stated)
1.1 | CC(CN1CCCC1)OC(=O)c1cccc(F)c1 (configuration not stated)
0.1 | COc1ccc(CNC(=O)C2CCC(CNS(=O)(=O)c3cccc4nsnc34)CC2)cc1 (configuration not stated)
1.2 | Cc1ccc(-c2nn3c(C)nnc3s2)cc1N
4.1 | N#C/C(N)=C(/C#N)N=Cc1cccc(Cl)c1
9.2 | CC1(C)CC(=O)C2=C(C1)OC(N)=C([N+](=O)[O-])C2c1ccc(F)cc1 (configuration not stated)
0.5 | C=C(C)CCOC(=O)C(CC(=O)O)NCc1ccco1 (configuration not stated)
0.0 | O=C(CC1C(=O)NCCN1Cc1ccccc1)NCCC1=CCCCC1 (configuration not stated)
0.7 | O=C(Nc1sc2c(c1C(=O)NCCO)CCCC2)c1ccco1
-1.9 | CC(=O)Nc1nc(C)c(-c2csc(Nc3ccc(S(N)(=O)=O)cc3)n2)s1
0.6 | Cc1ccc(NC(=O)c2ccc(Cn3cc(Br)cn3)o2)cc1
1.3 | Nn1c(SCc2ccc(F)cc2)nnc1-c1cccnc1
1.9 | Cc1cc(O)c(C(=O)Nc2cccc(Cl)c2)c(=O)n1C
-4.0 | Cc1nc(NC(=O)C2CC3CCCC(C2)C3=O)sc1C (configuration not stated)
-1.1 | COc1ccc(-c2cn(CC[C@@H]3CC[C@H](NC(=O)Cc4ccccn4)[C@@H](CO)O3)nn2)cc1

(more compounds)
TTR transcr act | SMILES
0.1 | O=C(Nc1cccc(Cl)c1)N1CCC(CO)(CCOc2ccccc2)CC1
0.2 | COC(=O)C1=CN(Cc2cccs2)C=C(C(=O)OC)C1c1cccc(Cl)c1
-1.2 | CCc1nc(SCC(=O)Nc2ccc(F)cc2)c2c(=O)n(C)c(=O)n(C)c2n1
2.0 | CCCC(=O)Nc1ccc(C=C(C(C)=O)C(C)=O)cc1
-0.9 | C/C=C/C(=O)Nc1cccc(C2=NOC3(C2)C[C@@H](C(N)=O)N(C(=O)c2cc([N+](=O)[O-])cc([N+](=O)[O-])c2)C3)c1 (some centres not stated)
-5.6 | C=CC[C@H](CC(=O)N(CCO)Cc1ccccc1)C(=O)N[C@@H](COC(=O)[C@@H](CC=C)Cc1ccc(F)cc1)Cc1ccccc1
3.2 | O=C(CS(=O)(=O)Cc1ccccc1)Nc1ccc(Br)cc1F
-1.4 | Cc1ccc(-c2ccc(/C=C/C(=O)c3ccccc3)o2)cc1
-0.2 | CCOC(=O)c1nc(Nc2ccc(C(C)=O)cc2)c2ccccc2n1
1.0 | C[C@H]1[C@@H](OC(=O)N2CCOCC2)CC[C@@]23CCCN2C(=O)CCC[C@@H]13
-2.9 | COc1cccc(NC(=O)C2CCN(Cc3cnn(-c4ccccc4)c3-n3cccc3)CC2)c1
-1.1 | C=C(C)c1cccc(C(C)(C)NC(=O)NC(c2ccccc2)c2ccc(OC)cc2)c1 (configuration not stated)
1.4 | COCCNC(=O)CCC1CCN(C/C=C/c2ccccc2OC)CC1
-2.0 | CS(=O)(=O)Nc1ccccc1C(=O)N1CCCC1
0.4 | NC(=O)c1ccc(NC(=O)COC(=O)CCSc2ccccc2)cc1

Shown field by field: part of the list above
> C/C=C/C(=O)Nc1cccc(C2=NOC3(C2)C[C@@H](C(N)=O)N(C(=O)c2cc([N+](=O)[O-])cc([N+](=O)[O-])c2)C3)c1 (some centres not stated)
  TTR transcr act: -0.9

> C=CC[C@H](CC(=O)N(CCO)Cc1ccccc1)C(=O)N[C@@H](COC(=O)[C@@H](CC=C)Cc1ccc(F)cc1)Cc1ccccc1
  TTR transcr act: -5.6

> O=C(CS(=O)(=O)Cc1ccccc1)Nc1ccc(Br)cc1F
  TTR transcr act: 3.2

Three entries already listed, sorted by length of the SMILES, ascending:
TTR transcr act | SMILES
-1.4 | Cc1ccc(-c2ccc(/C=C/C(=O)c3ccccc3)o2)cc1
0.4 | NC(=O)c1ccc(NC(=O)COC(=O)CCSc2ccccc2)cc1
-5.6 | C=CC[C@H](CC(=O)N(CCO)Cc1ccccc1)C(=O)N[C@@H](COC(=O)[C@@H](CC=C)Cc1ccc(F)cc1)Cc1ccccc1

(next part)
TTR transcr act | SMILES
3.0 | O=C1C2CC=C(Cl)CC2C(=O)N1CCN1CCOCC1 (configuration not stated)
3.4 | c1ccc(-c2nc3cnccn3c2Nc2ccc3c(c2)OCCO3)cc1
0.6 | NC(=O)Cn1c(=O)n(Cc2ccccc2)c(=O)c2cccnc21
1.3 | Cc1cc(=O)[nH]c(SCCCOc2ccc(F)cc2)n1
7.6 | COc1ccccc1OCC(=O)O
0.4 | CCc1nc(SCC(=O)Nc2ccc(C(=O)O)cc2)n[nH]1
-1.5 | COCCN(C(=O)CNC(=O)c1ccco1)C(C(=O)NC1CCCCC1)c1cccs1 (configuration not stated)
-0.2 | COc1cc(-c2nnc(COc3ccc(Cl)cc3C)o2)cc(OC)c1OC
0.4 | N#C/C(=C\C=C\c1ccccc1)C(=O)Nc1ccccc1
-0.6 | COc1ccc(NC(=O)CSc2nnc(-c3ccc(C)cc3)n2N)cc1
-2.1 | CC(=O)N1CCc2cc(Br)cc(S(=O)(=O)N3CCCCCC3)c21
-4.0 | COc1ccccc1N1CCN(CC(O)COCc2cccs2)CC1 (configuration not stated)
1.4 | COc1ccc(NC(=O)CSc2nc3scc(C)c3c(=O)[nH]2)cc1
-0.1 | O=C(CSc1nc2ccccc2c(=O)n1Cc1ccco1)NCCN1C(=O)CSC1=O
0.6 | COC(=O)[C@]12C[C@H](CC(=O)NCc3ccccc3)C(=O)N(Cc3ccc4c(c3)OCO4)C1=C[C@H](C(C)C)O[C@@H]2C1CC1

Random excerpt: 2 records from the list.
TTR transcr act | SMILES
0.4 | CCc1nc(SCC(=O)Nc2ccc(C(=O)O)cc2)n[nH]1
0.6 | NC(=O)Cn1c(=O)n(Cc2ccccc2)c(=O)c2cccnc21

The results go on:
TTR transcr act | SMILES
4.1 | CC(=NCCCNC1CCCCC1)C1=C(O)CC(C)(C)CC1=O
-0.4 | CC(=O)N(C(C)=O)c1nc2nc(C)cc(C)n2n1
-0.7 | COc1ccc(NC(=O)c2oc3ccccc3c2CSC)cc1S(=O)(=O)N1CCOCC1
-1.4 | CC1CC(C)CN(CC(=O)NNC(=O)COc2ccc(Cl)cc2)C1 (configuration not stated)
-1.4 | Cc1ccc2nc3c(cc2c1)c(NC(=O)c1ccco1)nn3CC(C)C
-0.9 | O=C(Cn1nc2n(c1=O)-c1ccccc1SC2)N/N=C/c1ccncc1
-1.1 | CCC(C)NC(=O)C(CCSC)NC(=O)c1ccccc1 (configuration not stated)
-2.0 | COc1cc2c(cc1OC)-c1cc(NC3CCCCCCC3)nc(=O)n1CC2
-1.0 | Cc1c(C)c2c(OCC(=O)NC3CC3)cc3c(c2oc1=O)CCC(C)(C)O3
-3.0 | CC(=O)Nc1cccc2c1C(=O)N(c1ccc(OC(C)=O)cc1)C2=O
-0.1 | CCOC(=O)CC(=O)CSc1ncnc2c1nnn2-c1ccc(OC)cc1
-1.1 | OC1(C#CCN2CCCC2)CCCCC1
-0.6 | CCc1ccc(N2CC(C(=O)NCc3ccc4c(c3)OCO4)CC2=O)cc1 (configuration not stated)
-0.8 | Cc1ccccc1N1CCN(C2CCCN(C(=O)CCN3CCCCO3)C2)CC1 (configuration not stated)
-0.8 | CCCCN1CC(N2CCN(C)CC2)CS1(=O)=O (configuration not stated)

New compounds follow.
TTR transcr act | SMILES
4.8 | CC(C)OCCCN1C(=O)c2[nH]nc(-c3ccccc3O)c2C1c1cccc(Cl)c1 (configuration not stated)
-1.9 | CC(=O)c1ccc(NC(=O)c2cc(-c3cccs3)on2)cc1
4.7 | Cc1ccc(N2CC(C(=O)N3CCN(Cc4ccc5c(c4)OCO5)CC3)CC2=O)cc1 (configuration not stated)
-0.9 | CC(c1ccccc1)N1CCN(C(=O)CCl)CC1 (configuration not stated)
-0.3 | COc1ccccc1Nc1nnc(SCC(=O)c2c(N)n(C3CC3)c(=O)[nH]c2=O)s1
3.6 | COC(=O)[C@@]12CCCN1[C@H](c1ccc(-c3ccccc3)cc1)[C@H]1C(=O)N(C)C(=O)[C@H]12
-0.8 | COc1ccccc1NC(=O)COC(=O)Cn1cnc2c1c(=O)n(C)c(=O)n2C
-0.7 | O=C(NCc1ccccn1)C12CC3CC(CC(C3)C1)C2
4.6 | O=C(OCCCCN1C(=O)c2ccccc2C1=O)c1n[nH]c2ccccc12
-0.2 | S=C(Nc1ccc2[nH]ccc2c1)NC1CCCCC1
-0.6 | C/C(Cn1nnc([N+](=O)[O-])n1)=N\NC(=O)c1cccc(Cl)c1
-3.6 | N#C/C(=C\c1ccc(-c2nc3ccccc3s2)o1)C(N)=O
-0.4 | CC(=O)c1cccc(NC(=S)NC(=O)c2cccc(C)c2)c1
-0.5 | CC(=O)Nc1cc(NC(C)=O)c(N=Nc2ccccc2)cc1C
8.2 | CN(c1ccc(F)cc1)S(=O)(=O)c1ccc(Cl)c(C(=O)OCC(=O)NCc2ccco2)c1

TTR transcr act, what is marked active above.
TTR transcr act | SMILES
15* | CCC(=O)N(C)C[C@H]1Oc2cc(Br)ccc2S(=O)(=O)N([C@@H](C)CO)C[C@H]1C

More compounds follow.
TTR transcr act | SMILES
2.8 | CC(C)(C)C(=O)c1c(N)[nH]c(C(=O)c2ccccc2)c1-c1c(F)cccc1F
-0.1 | Oc1ccc(CN2CCCCC2)c2cccnc12
-1.2 | CN(C(=O)CSCC(=O)Nc1ccc(Cl)cc1)C1CCCCC1
2.1 | CNC(=S)NNC(=O)c1ccccc1Cl
-1.8 | CC1=CC(c2ccccc2)n2nc(NC(=O)CCC(=O)O)nc2N1 (configuration not stated)
-2.7 | Cc1ccccc1CN1C(=O)C(O)(CC(=O)c2ccncc2)c2ccccc21 (configuration not stated)
-1.2 | Cc1ccc(-c2n[nH]c(=S)n2/N=C/c2cc3c(cc2[N+](=O)[O-])OCO3)cc1
4.4 | N#C/C(=C\c1cccs1)C(=O)c1ccccc1Cl
0.2 | Cc1ccc(COc2ccsc2C(=O)O)cc1
-0.9 | CCOC(=O)c1[nH]c2ccc(OCC)cc2c1NC(=O)CN1CCC2(CC1)OCCO2
0.6 | Cc1cc(Cl)ccc1NC(=O)CSc1nnc(-c2ccncc2)n1Cc1ccco1
-1.4 | O=C(COC(=O)c1ccccn1)Nc1nccs1
2.1 | Cc1ccc(NS(=O)(=O)c2ccc(C(=O)NCc3ccc(S(N)(=O)=O)cc3)cc2)cc1
0.2 | COc1ccccc1CNC(=O)CN1C(=O)NC2(CCCc3ccccc32)C1=O (configuration not stated)
-4.8 | O=C(Nc1nc2n(n1)C(c1ccccc1)CC(c1ccc(Cl)cc1)N2)c1ccco1 (configuration not stated)
-0.5 | CCC(=O)Nc1ccc(Cl)c(NC(=O)c2c(OC)cccc2OC)c1
-2.9 | CCOc1ccc(CCNC(=O)c2cc(-c3ccccc3)c(N3CCOCC3)s2)cc1OCC
1.7 | COc1ccc(OCC(=O)N2CCN(C(=O)c3ccc([N+](=O)[O-])cc3)CC2)cc1
